KDM5B inh – Primary screen for KDM5B Histone Demethylases FDH-coupled qHTS; actives 2.6% (n = 220,000); KDM5B demethylase, FDH-coupled NADH fluorescence (FDH is formaldehyde dehydrogenase); AID 1347165, 2019; Potency, µM (series often up to 57.7 µM), for inactives: top-dose activity change, negative = inhibition, hits mostly inhibitors; active = well fitted inhibition curve with a large enough effect; inconclusive = small, poorly fitted or top-dose-only effect; inactive = no such curve, though single readings can be large or run the other way; also: 0% is about no effect; nearly all actives have a fitted effect of over 70% in size
Target sequence (Q9UGL1 whole entry, looked up): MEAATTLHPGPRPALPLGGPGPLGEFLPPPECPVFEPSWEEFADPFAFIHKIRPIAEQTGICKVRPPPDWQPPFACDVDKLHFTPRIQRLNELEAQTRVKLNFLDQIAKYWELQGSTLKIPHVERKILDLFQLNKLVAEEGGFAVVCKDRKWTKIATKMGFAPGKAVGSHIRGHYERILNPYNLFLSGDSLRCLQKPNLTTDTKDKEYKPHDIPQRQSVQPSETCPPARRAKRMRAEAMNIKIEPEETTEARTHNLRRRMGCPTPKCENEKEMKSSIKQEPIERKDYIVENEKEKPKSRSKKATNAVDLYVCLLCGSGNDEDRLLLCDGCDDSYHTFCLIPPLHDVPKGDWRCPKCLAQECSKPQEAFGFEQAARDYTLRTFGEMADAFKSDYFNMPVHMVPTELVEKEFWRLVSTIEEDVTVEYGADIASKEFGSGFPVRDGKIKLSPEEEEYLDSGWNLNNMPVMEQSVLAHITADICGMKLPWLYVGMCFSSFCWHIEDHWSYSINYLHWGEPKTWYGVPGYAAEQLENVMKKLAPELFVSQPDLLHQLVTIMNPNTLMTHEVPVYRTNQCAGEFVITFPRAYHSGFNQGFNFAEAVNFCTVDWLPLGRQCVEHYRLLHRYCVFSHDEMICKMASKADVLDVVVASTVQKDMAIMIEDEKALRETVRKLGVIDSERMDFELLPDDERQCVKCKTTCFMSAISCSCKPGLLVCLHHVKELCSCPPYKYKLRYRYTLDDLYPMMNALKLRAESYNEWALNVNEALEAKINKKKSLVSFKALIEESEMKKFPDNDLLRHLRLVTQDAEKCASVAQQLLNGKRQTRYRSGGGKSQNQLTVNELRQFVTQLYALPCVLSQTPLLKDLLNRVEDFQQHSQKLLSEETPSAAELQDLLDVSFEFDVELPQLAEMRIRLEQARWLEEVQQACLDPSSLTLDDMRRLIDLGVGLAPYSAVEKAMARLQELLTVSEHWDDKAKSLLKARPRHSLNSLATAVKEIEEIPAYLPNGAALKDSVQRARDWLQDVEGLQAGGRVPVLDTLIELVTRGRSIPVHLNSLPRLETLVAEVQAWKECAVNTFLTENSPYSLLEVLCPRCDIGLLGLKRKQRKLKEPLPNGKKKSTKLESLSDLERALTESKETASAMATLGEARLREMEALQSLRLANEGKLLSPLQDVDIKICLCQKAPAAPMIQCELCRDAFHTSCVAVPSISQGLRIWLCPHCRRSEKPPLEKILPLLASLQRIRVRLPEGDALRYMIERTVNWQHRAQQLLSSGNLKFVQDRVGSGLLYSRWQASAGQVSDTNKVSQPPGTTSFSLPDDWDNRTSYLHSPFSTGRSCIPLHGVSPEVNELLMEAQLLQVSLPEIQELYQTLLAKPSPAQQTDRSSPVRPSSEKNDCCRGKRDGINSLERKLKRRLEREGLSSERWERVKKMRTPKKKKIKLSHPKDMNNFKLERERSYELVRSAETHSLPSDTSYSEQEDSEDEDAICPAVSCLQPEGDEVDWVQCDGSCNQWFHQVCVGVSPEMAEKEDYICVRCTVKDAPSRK
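Measured: NADH fluorescence change, 30 min, RT. System: KDM5BΔAP 200 nM final, H3K4me3 peptide, α-KG, Fe(II), ascorbate, NAD⁺ plus FDH, pH 7.5 HEPES. Compounds: titrated, 10 min pre-incubation with enzyme.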
Numbers without * were called inactive; ? = inconclusive; [ ] = another dose, or the depositor's remark. Potency is read from the fitted curve at half-maximal effect. Some of the compounds tested; the hit share may differ from the screen's.

SMILES	KDM5B inh
Cc1ccc(C)c(CNC(=O)C2CCN(c3nc4ccccc4nc3C(F)(F)F)CC2)c1	-6%
Cc1nn(Cc2ccc(Cl)cc2)c(C)c1NC(=O)c1cc(-c2ccco2)on1	9%
COc1cccc(N2CCN(C(=O)CN3CCSc4ccccc43)CC2)c1	-8%
Cn1cccc1CNC(=O)Cn1nc2c(cc1=O)CCCCC2	-31%
Cc1cccc(CSc2nc3c([nH]c4ccccc43)c(=O)n2C)c1	2%
Fc1ccc(C2Cn3nnc(-c4nc(-c5cccc(Br)c5)no4)c3CO2)cc1 (stereo unspecified)	-8%
COCCN(CCOC)CC(O)COc1ccc(C#N)cc1 (stereo unspecified)	-26%
COc1ccc(C(=O)N2CCC3(CC2)N=C(c2ccc(C)cc2)NO3)cc1F	?
CCCn1cc(C(=O)N2CC[C@@](O)(COC)C(C)(C)C2)c(C)n1	-13%
CCn1c(SCc2cccc(Br)c2)nnc1-c1nonc1NC(C)=O	-19%
CCOc1ccccc1CN1C[C@@H](CO)[C@H](NC(=O)COC)C1	-22%
CS(=O)(=NS(=O)(=O)c1ccc(Cl)cc1)c1ccccc1 (stereo unspecified)	29%
O=C(Cn1cccc1-c1nc(-c2ccc(F)cc2)no1)NC1CCCC1	-9%
CCOC(=O)c1cccc(NC(=O)c2cc3c(=O)n(C)c4ccccc4c3n2C)c1	110%[activator]
Nc1nc2c(s1)C(c1cc(Cl)ccc1F)CC(=O)N2 (stereo unspecified)	?
CC(=O)N1CCC2(CCN(C(=O)c3ccc(Cl)cc3)CC2)Oc2ccccc21	-6%[115 µM]
CCn1cnnc1CC1CCN(C(=O)c2cnn3c(C)c(Cc4ccccc4Cl)c(C)nc23)CC1	28µM*
COc1ccc(C2Cn3nnc(-c4noc(-c5ccc(N(C)C)cc5)n4)c3CO2)cc1 (stereo unspecified)	-110%
COc1ccc(-c2ccnc(-c3nnc(C)n3Cc3cccnc3)c2)cc1OC	?
CC(C)(C)OC(=O)N1CCC(c2c(C(=O)NCc3ccco3)cnn2-c2ccccc2)CC1	-16%
CS(=O)(=O)c1cnc(-c2ccccc2)nc1Sc1ccc(F)cc1	13%
CCOC(=O)c1ccc(CN(Cc2ccc(Br)cc2)S(=O)(=O)c2cccc(C(F)(F)F)c2)cc1	-21%
COC(=O)C1=CN(CC(=O)Nc2cccc(C)c2)S(=O)(=O)N=C1C	-6%
CNC(=O)CNC(=O)c1cc2ccccc2oc1=O	?
CC(=O)NC(C(=O)NCc1ccccc1)C1CCCC1 (stereo unspecified)	-13%
Other compounds.
SMILES	KDM5B inh
Cc1cc(C)cc(N(C(=O)CNC(=O)c2ccco2)C(C(=O)NC2CCCC2)c2ccncc2)c1 (stereo unspecified)	-10%
COc1ccc(-c2nnc(SCC(=O)Nc3ccc(F)cc3)s2)cc1	?
Cc1ccc(CSc2ncc(Cl)c(C(=O)Nc3sc4c(c3C(N)=O)CCCC4)n2)cc1	2%
CSc1ccc(S(=O)(=O)N2CCC(C(=O)NCc3cccnc3)CC2)cc1	6%
CC(C)(C)C(=O)N1CCC(N2CCCC(C(=O)NCc3ccccc3)C2)CC1 (stereo unspecified)	3%
COc1ccccc1N1CCN(C(=O)C(CC(C)C)NC(=O)C2CCCCC2)CC1 (stereo unspecified)	-8%
FC(F)(F)c1ccc2nc([C@H]3CCN(C4CCOCC4)C3)[nH]c2c1	?
Cc1ccccc1NC(=O)Cn1c(N2CCCCC2)nc(C)c(C)c1=O	5%
CCOc1ccc(C(C(=O)NC(C)(C)C)N(CCOC)C(=O)CCC(=O)Nc2ccccn2)cc1 (stereo unspecified)	-7%
CCOCc1nc(C2CCCN2S(=O)(=O)c2c(C)noc2C)no1 (stereo unspecified)	39%[activator]
CCCC(=O)N1CCc2cc(S(=O)(=O)NC(C)c3ccccc3)ccc2C1 (stereo unspecified)	-9%
C=CCOc1cccc(-c2nc(C(=O)NCC)cs2)c1	?
COCC1CN(C)CC12CCN(C(=O)c1cccc(Br)c1)CC2 (stereo unspecified)	?
COC(=O)c1ccc(CNC(=O)c2cccc(F)c2)cc1	-8%
CC1=C[C@@H](CNC(=O)c2cnccn2)[C@H](C(C)C)C[C@H]1Cc1nc2ccc(C)cc2[nH]1	9%[86.2 µM]
COc1cc(=O)n2c(c1C(=O)Nc1cccc(SC)c1)CCCC2	6%
CC(=O)Nc1cccc(OCCCNC(=O)C2CCC2)c1	9%
CC(C)c1nnsc1CNC(=O)C1CCC(=O)N(CC2CCCCC2)C1 (stereo unspecified)	-1%
CCOC(=O)C1CCC(CN(Cc2ccc(OC)cc2)S(=O)(=O)c2ccc(C)cc2)CC1 (stereo unspecified)	-18%
COC(=O)[C@H](C(C)C)N(Cc1cn(Cc2ccc(C)cc2)nn1)S(=O)(=O)c1ccccc1Br	-12%
Cc1ccc(NS(=O)(=O)c2cc(C)c(C(=O)O)s2)cc1C(F)(F)F	13%
Fc1ccc(-c2ccc(CNCc3cccnc3-n3cccn3)o2)cc1	-5%
Cc1cccc(CC(=O)N2CCC(c3n[nH]c(=O)n3Cc3ccc(F)cc3)CC2)c1	-2%
O=C(c1cc(F)ccc1Cl)N1C[C@@H](CO)[C@H](c2ccncc2)C1	-10%
COc1ccccc1C1C(C(=O)OCc2ccccc2)=C(C)NC2=C1C(=O)CCC2 (stereo unspecified)	?

Given with each value named: 4 of the compounds above.
COC(=O)[C@H](C(C)C)N(Cc1cn(Cc2ccc(C)cc2)nn1)S(=O)(=O)c1ccccc1Br
  KDM5B inh: -12%

FC(F)(F)c1ccc2nc([C@H]3CCN(C4CCOCC4)C3)[nH]c2c1
  KDM5B inh: ?

CSc1ccc(S(=O)(=O)N2CCC(C(=O)NCc3cccnc3)CC2)cc1
  KDM5B inh: 6%

CCOc1ccc(C(C(=O)NC(C)(C)C)N(CCOC)C(=O)CCC(=O)Nc2ccccn2)cc1 (stereo unspecified)
  KDM5B inh: -7%

No new results follow: 7 of the compounds above.
SMILES	KDM5B inh
COC(=O)C1=CN(CC(=O)Nc2cccc(C)c2)S(=O)(=O)N=C1C	-6%
CNC(=O)CNC(=O)c1cc2ccccc2oc1=O	?
CC(=O)NC(C(=O)NCc1ccccc1)C1CCCC1 (stereo unspecified)	-13%
Cc1cc(C)cc(N(C(=O)CNC(=O)c2ccco2)C(C(=O)NC2CCCC2)c2ccncc2)c1 (stereo unspecified)	-10%
COc1ccc(-c2nnc(SCC(=O)Nc3ccc(F)cc3)s2)cc1	?
Cc1ccc(CSc2ncc(Cl)c(C(=O)Nc3sc4c(c3C(N)=O)CCCC4)n2)cc1	2%
CSc1ccc(S(=O)(=O)N2CCC(C(=O)NCc3cccnc3)CC2)cc1	6%

Returning to the listing with the two entries that preceded the break.
SMILES	KDM5B inh
O=C(c1cc(F)ccc1Cl)N1C[C@@H](CO)[C@H](c2ccncc2)C1	-10%
COc1ccccc1C1C(C(=O)OCc2ccccc2)=C(C)NC2=C1C(=O)CCC2 (stereo unspecified)	?
O=C(/C=C/c1cccc(F)c1)NNC(=O)C1CCCCC1	-4%
O=C(O)C(=O)N1CCOCC1	?
Cc1ccc2c(c1)nc1n2[C@@H](CNCc2ccncc2F)COC1	-23%[86.2 µM]
CN(CC(=O)NC(C)(C)C)C(=O)c1ccsc1	12%
O=C(CC1N=C2c3ccccc3N=C(SCC(=O)Nc3cccc(Cl)c3)N2C1=O)NCc1cccs1 (stereo unspecified)	26%
CCCc1ccc(OCc2ccccc2)c2c(=O)cc(C(=O)OCC)oc12	42%
CCOC(=O)c1c(NC(=O)CCCC(=O)O)sc2c1CCC2	-18%
O=C(CSc1nccn1Cc1ccc(F)cc1)NC1CCCC1	-10%
COc1ccc2nc(C)cc(Nc3ccc(Cl)cc3)c2c1	-3%
O=C(c1ccc(F)cc1F)N1CCC(Cc2nc(-c3cnccn3)no2)CC1	14%
COC(=O)c1ccc2c(=O)[nH]c(CSc3nnc(-c4cccc(C)c4)n3Cc3ccco3)nc2c1	-19%
O=C(c1ccncc1)N1CCC2(CC1)NC(=O)N(Cc1ccccc1Cl)C2=O	11%
C=CCCC(CN1CCCOCC1)Oc1ccc(-c2ccccc2)nn1 (stereo unspecified)	-39%
COc1ccc(-c2cc(C(F)(F)F)n3nc(C(=O)N4CCN5CCCC5C4)cc3n2)cc1OC (stereo unspecified)	-3%
CN(C)C(CNC(=O)c1cc(S(=O)(=O)N2CCOCC2)ccc1Cl)c1cccs1 (stereo unspecified)	-9%
COc1cc2c(C(=O)N3CCN(c4cccc(C)c4)C(C)C3)cn(CC(C)C)c(=O)c2cc1OC (stereo unspecified)	?
COc1ccccc1CN1C[C@@H]2C(=O)N(Cc3ccc4c(c3)OCO4)C(=O)[C@@H]2C1	12%
Cc1cccc(N(Cc2ccccc2)C(=O)c2ccccn2)c1	11%
CC(=O)NCC(=O)N1Cc2ccccc2CC2(CCCN2CC2CCCC2)C1 (stereo unspecified)	?
CCCNc1c(NC(=O)Nc2cccc(OC)c2)c(=O)oc2ccccc12	2%
COCCn1c(SCC(=O)c2ccccc2)nc2cc(C(=O)NC3CCCC3)ccc2c1=O	-9%
COc1ccc(C(NC(=O)Cc2ccccc2)c2nccc3cc(OC)c(OC)cc23)cc1OC (stereo unspecified)	-24%
CC(=O)C(=Cc1cc(C)n(CC(F)(F)F)c1C)C(C)=O	6%
COc1ccccc1Oc1c(CCC(=O)NCC(C)C)c(C)nn1-c1ccc(F)cc1	-14%
CSc1cccc(NC(=O)COc2cccc(-c3nnc4n3CCCC4)c2)c1	-13%

4 entries drawn at random from those above:
SMILES	KDM5B inh
CN(CC(=O)NC(C)(C)C)C(=O)c1ccsc1	12%
COc1cc2c(C(=O)N3CCN(c4cccc(C)c4)C(C)C3)cn(CC(C)C)c(=O)c2cc1OC (stereo unspecified)	?
COCCn1c(SCC(=O)c2ccccc2)nc2cc(C(=O)NC3CCCC3)ccc2c1=O	-9%
O=C(CSc1nccn1Cc1ccc(F)cc1)NC1CCCC1	-10%

Next section.
SMILES	KDM5B inh
CN(C)c1ccc(CC(=O)N2CC[C@@](C)(O)[C@@H](O)C2)cc1	-14%
COc1ccccc1N1CCCc2ncc(C(=O)NCCc3ccccc3)cc21	?
Cc1ccccc1C(=O)N1C(C(=O)NCC2CCCO2)COC12CCN(C(=O)c1cccs1)CC2 (stereo unspecified)	14%
COc1ccc(-c2nnc(SCc3cc(=O)c4cc(C)cc(C)c4[nH]3)n2C)cc1	-10%
COc1ccccc1CNC(=O)c1cnc(SC)nc1C	-2%
CCCCn1c(C)c(C)c2c1ncn1nc(-c3cccs3)nc21	?
CC1CCN(C(=O)CSc2nnc3c(n2)[nH]c2ccc(F)cc23)CC1	6%
CCN(Cc1ccncc1)C(=O)CC(c1ccccc1)c1ccc2c(c1)OCO2 (stereo unspecified)	?
Cc1ccc2oc(N3CCCC4(CCC(=O)N(Cc5cccnc5)C4)C3)nc2c1 (stereo unspecified)	-1%
Cc1c[nH]cc1C(=O)OCC#Cc1ccccc1	6%
COC(=O)c1ccccc1NC(=O)Nc1cc(C(C)(C)C)on1	-4%
O=C(Nc1ccc(C(F)(F)F)cc1)N1CCN(c2ccnc3cc(Cl)ccc23)CC1	?
CCc1ccc(-c2nc(CSCC(=O)NCc3ccccc3OC)c(C)o2)cc1	15%
COc1ccc2oc(=O)c(-c3csc(-c4ccc(Br)cc4)n3)cc2c1	-20%
O=C(NCCc1ccc(Cl)cc1)C1CCCN(c2nc3ncccc3o2)C1 (stereo unspecified)	?
CCN(CC)C(=O)[C@@H]1CCC[C@@H](NC(=O)c2ccc3c(c2)OCO3)CN(C)C(=O)C1	-28%[86.2 µM]
Cc1cc2oc(C(=O)Nc3sc4c(c3C(=O)NCc3ccco3)CCC4)cc(=O)c2cc1C	10%
O=C(CSCc1nc2ccccc2c(=O)[nH]1)Nc1ccc(O)cc1	2%
CCN(c1ccccc1)S(=O)(=O)c1ccc2[nH]cc(C(=O)NC3CCCCC3)c(=O)c2c1	-4%
Cc1nc(C(=O)N2CCCC(C(=O)c3cccc(OC(C)C)c3)C2)cs1 (stereo unspecified)	-12%
COc1ccc(OCCOC(=O)c2cc(=O)c3cc(Cl)ccc3o2)cc1	22%
Cc1ccc(NC(=O)COc2ccc(-c3nn(C)c(=O)c4ccccc34)cc2)cc1	?
Cc1ccc(-c2nn(C)c(=O)c3ccccc23)cc1S(=O)(=O)N1CCCCC1	3%
COc1ccc(N2C(=O)CCS2(=O)=O)cc1S(=O)(=O)Nc1c(C)cc(C)cc1Cl	22%
Cc1ccccc1N1Cc2c(NCc3ccc(F)cc3)ncnc2N(C)CC1=O	?
The listing continues.
SMILES	KDM5B inh
Cc1ccc(-c2cc(C(=O)O)c3ccccc3n2)cc1C	?
CC1=C(C(N)=O)C(c2cccc(Br)c2)n2nc(SCc3ccccc3)nc2N1 (stereo unspecified)	-7%
COc1ccc(-c2cc(-c3cccc(OC)c3OC)cn3cncc23)cc1	?
COc1ccc(NC(=O)c2cnc(SC)nc2C(F)(F)F)c(OC)c1	-4%
O=C(Nc1ccc2c(N3CCCC3)ncnc2c1)c1ccccc1Cl	-10%
O=C1CCN(Cc2cccc(F)c2)CCCC(c2nc(-c3cccnc3)no2)CCN1 (stereo unspecified)	0%
O=C(Cc1ccccc1)NC1CCN(c2cc(-c3ccccc3)[nH]n2)CC1	?
Cc1ccc(C(=O)c2sc(NCc3ccccc3)nc2N)cc1	-6%
CNC(c1ccccc1)c1ccc(F)cc1 (stereo unspecified)	-13%
c1cnc2nc(-c3ccncc3)[nH]c2c1	32µM*
COc1ccc(C(=O)Nc2ccnn2Cc2cccs2)cc1S(=O)(=O)N(C)Cc1ccccc1	2%
Cc1ncccc1C(=O)N1CCn2c(nnc2[C@@H]2C[C@@H](O)CN2Cc2ccccc2)C1	-15%
COc1cccc(CC(=O)N[C@@H](Cc2ccccc2)C(=O)N2CCCOCCNC(=O)CC2)c1	-6%

Screening data: PubChem BioAssay, National Center for Advancing Translational Sciences (NCATS)
